Screens from PubChem.
IEC-6 cytotox – IEC-6 cytotoxicity, counter-screen for KLF5 inhibitors | AID 1825 | actives 0.78% (n = 290,000) | inhibition, % at 5 µM | luminescence viability; in the data active = inhibition above about 22%;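 note: 0% = plate median of test compound wells and 100% = cytotoxic reference compound wells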
GSK3 alpha inh – blocks human GSK-3 alpha kinase | inhibition, % at 10 µM | ADP-Glo luminescence, 60 min | actives 0.1% (n = 320,000) | P49840 | AID 2650;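 in the data active = inhibition above about 50%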;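 note: GST-tagged GSK-3 alpha with peptide substrate and 25 µM ATP; 0% = DMSO neutral wells and 100% = GW8510 positive control wells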
Target sequence (P49840 whole entry, looked up): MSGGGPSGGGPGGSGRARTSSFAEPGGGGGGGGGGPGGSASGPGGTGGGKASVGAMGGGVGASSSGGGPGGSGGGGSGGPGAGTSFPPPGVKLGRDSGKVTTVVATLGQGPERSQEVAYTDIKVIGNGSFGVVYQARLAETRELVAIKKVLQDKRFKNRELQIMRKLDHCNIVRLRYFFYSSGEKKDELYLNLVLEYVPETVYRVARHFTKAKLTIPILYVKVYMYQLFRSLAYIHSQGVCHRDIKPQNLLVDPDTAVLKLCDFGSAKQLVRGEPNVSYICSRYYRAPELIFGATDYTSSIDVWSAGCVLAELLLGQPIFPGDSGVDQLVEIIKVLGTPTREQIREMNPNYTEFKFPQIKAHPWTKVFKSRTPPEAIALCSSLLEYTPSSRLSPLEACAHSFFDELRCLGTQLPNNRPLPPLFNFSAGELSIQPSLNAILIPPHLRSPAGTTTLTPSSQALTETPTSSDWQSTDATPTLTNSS
GSK3B inh – human GSK3beta kinase inhibition; P49841; GST-GSK3beta kinase, ADP-Glo luminescence, 60 min; stronger effect = lower value; activity score (negative = inhibition), % at 10 µM; actives 0.038% (n = 300,000); AID 2097;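 active = more than half of replicate wells score below -50%, meaning over 50% inhibition versus plate controls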;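 note: 0% = median DMSO wells and -100% = median GW8510 positive control wells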
Target sequence (P49841 whole entry, looked up): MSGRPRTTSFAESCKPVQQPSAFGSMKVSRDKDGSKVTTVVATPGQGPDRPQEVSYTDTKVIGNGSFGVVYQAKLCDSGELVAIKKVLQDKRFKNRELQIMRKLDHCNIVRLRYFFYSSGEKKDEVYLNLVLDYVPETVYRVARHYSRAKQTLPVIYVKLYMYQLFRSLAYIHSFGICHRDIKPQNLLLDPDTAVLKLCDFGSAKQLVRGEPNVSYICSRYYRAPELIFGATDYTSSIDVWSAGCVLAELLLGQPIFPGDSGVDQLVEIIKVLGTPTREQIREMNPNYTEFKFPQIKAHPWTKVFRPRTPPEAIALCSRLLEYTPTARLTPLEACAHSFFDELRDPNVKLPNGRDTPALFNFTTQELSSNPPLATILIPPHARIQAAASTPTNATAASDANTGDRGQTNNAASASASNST
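Test system: GST-tagged human GSK3beta kinase, cell-free; evaluation: activity score scaled between in-plate DMSO and GW8510 controls; measured by: ADP-Glo luminescence; incubation: 60 min reaction, RT; benchmarks: DMSO and 20 µM GW8510; reagent: peptide substrate plus 25 µM ATP (final); medium: Tris/MgCl2 kinase buffer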
aSyn UTR inh – 5' untranslated region of α-synuclein, MLPCN primary screen | alpha-synuclein 5'UTR reporter, inhibitor activity | AID 1813 | inhibition, % (tested at 7.5 µM) | actives 0.82% (n = 300,000); in the data active = inhibition above about 60%;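 note: H4 neuroglioblastoma cells stably carrying SNCA 5'UTR luciferase fusion; 0% = DMSO wells and 100% = positive control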
HSP90 refold inh – inhibitors of HSP90 luciferase refolding in rabbit reticulocyte lysate. inhibition, % at 5.6 µM. luciferase refolding luminescence, 3 h. actives 0.91% (n = 290,000). AID 1789;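 active = inhibition above the screen-wide mean plus 3 SD, computed separately per campaign, cut at about 16% in these data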;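 note: 0% = DMSO wells and 100% = 60 µM geldanamycin wells; inhibitors lower the luminescence because luciferase stays unfolded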
KLF5 inh – suppresses KLF5 promoter-driven expression. DLD-1 KLF5 promoter-luciferase reporter, luminescence. inhibition, % at 5 µM. actives 0.23% (n = 290,000). AID 1700;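 active = inhibition above a per-plate limit of that plate's mean compound inhibition plus 3 SD, cut at about 60% in these data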;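 note: 0% = DMSO wells and 100% = LY294002 at 200 µM; higher means less KLF5 promoter-driven luciferase light; inactives centre near -14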
DYRK1A inh – inhibitors of rat Dyrk1A kinase | actives 0.43% (n = 310,000) | ADP-Glo luminescence, NFATc1 peptide | inhibition, % at 12.5 µM | Q63470; in the data active = inhibition above about 50%;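 note: plate controls were vehicle with enzyme for no effect and no enzyme for full effect; many of its hits are not listed in these tables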
HSF1 inh – HSF1 inhibition. activity change, negative = inhibition, % at 7.5 µM (by protocol). AID 2098. actives 0.77% (n = 300,000). NIH3T3-HGL HSE-luciferase, MG132-induced, luminescence 8 h; stronger effect = lower value;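 active = more than half of replicate wells show activity change below -50%, luminescence cut by over half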;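 note: luciferase reports HSF-1 transcriptional activity via heat shock element; 0% = median of DMSO wells and -100% = zero luminescence signal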
HSF1 activator – increases HSF-1 driven luciferase reporter signal; NIH3T3-HGL HSF-1 luciferase reporter, MG132, 8 h; 100% = twice DMSO control signal; activation, % at 9 µM; actives 1.7% (n = 300,000);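 active = mean replicate activation of at least 50% with a set share of replicates each reaching 50%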;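 note: 0% = median of the neutral control wells and 100% = twice that signal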
Platelet DG rel – platelet dense granule release activity | inhibition, %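 (compounds screened at 7.5 µM in platelet-rich plasma)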 | human platelet-rich plasma, SFLLRN dense granule ATP release, luminescence | actives 0.22% (n = 300,000) | AID 1663;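 active = mean replicate score, as percent of positive control, at or above 50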
* hit, by the source's call; / = not tested or not shown; & = joins results of further samples. An excerpt, so the mix of outcomes need not match the whole.

SMILES | IEC-6 cytotox | GSK3 alpha inh | GSK3B inh | aSyn UTR inh | HSP90 refold inh | KLF5 inh | DYRK1A inh | HSF1 inh | HSF1 activator | Platelet DG rel
Cc1ccc2c(c1)C1CN(C)CCC1N2C(=O)c1cn(-c2ccccc2)nc1-c1ccccc1 (centres undefined) | 2 | 5 | -2 | 3 | 2 | -29 | 1 | -3 | 5 | -3
O=c1c2ccccc2nc(-c2ccccc2)n1-c1cccc(O)c1 | -6 | -1 | 0 | 21 | -1 | 8 | 1 | 0 | -4 | -3
O=C1NC(=O)C(=Cc2ccc(-c3ccc(F)cc3O)o2)C(=O)N1 | 1 | -3 | 2 | -27 | -3 | -16 | / | 3 | 8 | -7
Cc1ccc(NP(=O)(Oc2ccccc2F)Oc2ccccc2F)cc1 | -7 | 1 | -1 | 9 | -1 | -12 | -3 | 4 | 8 | -6
CC(C)Oc1ccc(C2(C#N)CC[N+](C)(C)CC2)cc1 | 3 | -1 | -1 | -2 | 6 | -6 | 6 | / | / | 2
CCCCn1c(O)c(C(=O)/C=C/c2c[nH]c3ccccc23)c(=O)[nH]c1=O | -3 | -4 | -5 | -7 | -1 | -24 | / | 3 | 6 | 11
C=CCn1c(O)c(/C(C)=N/N2CCN(C)CC2)c(=O)[nH]c1=O | -3 | 8 | -3 | 3 | 22* | -11 | / | -2 | 19 | -3
Cc1cccc(CNCCc2ccccc2)n1 | 4 | -3 | -3 | -12 | 1 | 5 | -1 | 5 | 13 | -25
O=c1[nH]c(=O)n(Cc2ccccc2)c(O)c1C=NCCCO | -2 | / | -2 | 6 | -1 | -5 | 1 | -6 | -23 | -2
Cc1cccc(OCCn2cccc2/C=C2/C(=O)NC(=O)N(Cc3ccco3)C2=O)c1 | 0 | -4 | -1 | -32 | -1 | -27 | / | 3 | 19 | 28

Some of the entries above, set out differently:
Every second line gives: IEC-6 cytotox, GSK3 alpha inh, GSK3B inh, aSyn UTR inh, HSP90 refold inh, KLF5 inh, DYRK1A inh, HSF1 inh, HSF1 activator, Platelet DG rel
CCCCn1c(O)c(C(=O)/C=C/c2c[nH]c3ccccc23)c(=O)[nH]c1=O
  -3, -4, -5, -7, -1, -24, /, 3, 6, 11
Cc1ccc2c(c1)C1CN(C)CCC1N2C(=O)c1cn(-c2ccccc2)nc1-c1ccccc1 (centres undefined)
  2, 5, -2, 3, 2, -29, 1, -3, 5, -3

Additional records follow.
SMILES | IEC-6 cytotox | GSK3 alpha inh | GSK3B inh | aSyn UTR inh | HSP90 refold inh | KLF5 inh | DYRK1A inh | HSF1 inh | HSF1 activator | Platelet DG rel
O=C(NCCN1CCOCC1)c1ccc(Cl)nc1Cl | 3 | -2 | 1 | 10 | 2 | -34 | 1 | -3 | -1 | 6
Cc1cc(N=Nc2ccccc2C)ccc1N | / | -4 | 2 | -103 | / | / | -1 | 17 | 17 | 14
COc1ccc(C2CC(c3c(O)n(CCc4ccccc4)c(=O)[nH]c3=O)=NN2)cc1OC (centres undefined) | 0 | 0 | 1 | 13 | -2 | -13 | -2 | 1 | 3 | -4
O=C(Nc1cccnc1)c1c(O)c2c(n(Cc3ccccc3)c1=O)CCCC2 | -2 | 4 | -2 | 6 | 1 | 10 | 3 | 2 | 13 | -8
Cn1c(C(=O)O)c(CC(=O)N2CCN(Cc3ccccc3)CC2)c2ccccc21 | 0 | 3 | 1 | 20 | -2 | -9 | -5 | -8 | -16 | 10
O=C1NC(=O)N(c2ccc3c(c2)OCO3)C(=O)/C1=C\c1ccc(N2CCCCC2)o1 | -1 | / | 2 | -12 | 2 | 10 | -1 | -2 | 11 | -3
Cc1cc(/C=C2\C(=O)NC(=O)N(c3ccc(Br)cc3)C2=O)c(C)n1-c1cc(C(=O)O)cc(C(=O)O)c1 | -22 | -9 | 1 | -8 | 1 | -34 | 2 | 7 | 26 | -6
CCC(=O)OC1(c2ccccc2)CCN(C)CC1C (centres undefined) | -8 | 0 | -1 | -9 | 0 | -2 | -5 | -6 | -7 | -3
O=C(CN1CCCCC1)c1ccc(F)cc1 | -8 | -3 | -1 | 1 | -1 | 30 | -7 | -3 | 3 | 7
CCn1cc(C(=O)N2CCCCC2)c2ccccc21 | -1 | -1 | 10 | 8 | -2 | -12 | -1 | 0 | -8 | 6
C=C1[C@@H](OC(C)=O)[C@]23C[C@@H]1[C@@H](OC(C)=O)CC2[C@]12C4C[C@H]3[C@H]1N(CC)C[C@]4(C)CC[C@@H]2O (some centres undefined) | / | 0 | 1 | -1 | / | / | 5 | 1 | -6 | 0
Cc1cccc(NP(=O)(Oc2ccccc2)Oc2ccccc2)c1C | -9 | -1 | 3 | 13 | 4 | -29 | 6 | 7 | -5 | 27
Cc1ccccc1N1C(=O)CC(=O)NC1=O | -9 | 3 | 5 | -7 | -5 | -31 | -2 | -2 | -1 | 1
CC(Cc1cnccn1)NCc1c(C(=O)N2CCCCCCC2)nc2ccc(Cl)cn12 (centres undefined) | -8 | 0 | 1 | 4 | -3 | -23 | 2 | -3 | 2 | 6
COC(=O)C1C(OC(=O)c2ccccc2)CC2CCC1N2C (centres undefined) | 1 | -2 | -1 | 10 | -6 | -4 | 16&13 | -1 | 19 | -1
O=c1[nH]c(=O)n(C2CCCCCC2)c(O)c1C=NCCCN1CCOCC1 | -7 | 46 | 1 | 0 | 4 | -7 | -6 | -6 | 4 | 4
Cc1cccc(-n2c(O)c(/C=N/Nc3nc4c(c(=O)n(C)c(=O)n4C)n3C)c(=O)[nH]c2=S)c1 | -1 | 3 | -3 | -4 | 0 | -4 | 3 | 0 | 0 | -7
CNC(=O)OCCc1nccn1C | -13 | -2 | 2 | 7 | -4 | -67 | 7 | 6 | -13 | 2
Cc1ncc(CN2CCCC(C(=O)c3cccc(OC(C)C)c3)C2)s1 (centres undefined) | -5 | 0 | -1 | 13 | -1 | -14 | 3 | 2 | 5 | 0
C[n+]1c2ccccc2nc2ccc(NCCO)cc21 | 12 | 11 | -7 | -24 | 6 | -28 | 11 | 1 | 18 | 4
Cc1cccc(-n2c(O)c(C=Nc3ccc(Br)cn3)c(=O)[nH]c2=O)c1 | -11 | 1 | -2 | -19 | -3 | -2 | 2 | 1 | 13 | 11
O=C(O)C(Cc1cnc[nH]1)NS(=O)(=O)c1ccc(Cl)cc1 (centres undefined) | 6 | -1 | 2 | 26 | 5 | -13 | -1 | -3 | -6 | 4
O=c1[nH]c2ccccc2o1 | -1 | 4 | / | / | -4 | -17 | 8 | / | / | /
O=C(O)CCn1cc(C=C2C(=O)NC(=S)NC2=O)c(-c2ccccc2)n1 | -8 | -1 | 2 | 2 | -1 | -26 | -1 | -35 | -52 | 0
Cc1ccccc1-n1c(-c2ccco2)nc2ccccc2c1=O | -1 | 8 | -2 | -21 | 3 | -27 | 9 | -5 | 15 | -3
Nc1ncc2[nH]cnc2n1 | / | -1&0 | 1&2 | 3&7 | / | / | 7&5 | -5&2 | -3&-13 | -10&-1
Fc1ccc(C[n+]2c(-c3ccccc3)cc(-c3ccccc3)cc2-c2ccccc2)cc1 | / | 3 | 2 | 50 | / | / | / | -2 | -8 | 0
CN(C)C(CNC(=O)Cc1c(Cl)cccc1Cl)c1ccccc1 (centres undefined) | -6 | -2 | -2 | 21 | -1 | -6 | 6 | 4 | -4 | -1
O=C1N=c2ccccc2=C/C1=C\c1c(O)[nH]c(=S)[nH]c1=O | -5 | 1 | 1 | 1 | 4 | 8 | / | -5 | -8 | 29
COc1ccccc1CNC(=O)CCC(=O)N1C[C@H]2C[C@@H](C1)c1cccc(=O)n1C2 | -1 | 0 | 0 | 4 | -5 | 8 | 4 | 0 | 9 | 4
COCCNC(=O)Cn1cc(C=C2C(=O)NC(=O)NC2=O)c2ccccc21 | -6 | 0 | -1 | -7 | -3 | -3 | -1 | -4 | 12 | 1
CC(=O)Nc1cc(C(=O)N2CCC3(CC2)OCCO3)ccc1S(=O)(=O)c1ccc(Cl)cc1 | 0 | -2 | 3 | -2 | 7 | 19 | 7 | 1 | 7 | 19
CC(=O)OC1CCC2(/C=N/O)C(=CCC3C4CCC(=O)C4(C)CCC32)C1 (centres undefined) | -6 | 0 | 2 | -13 | -3 | 7 | / | 7 | -20 | -4
Cc1ccc2c(c1)C(c1ccccc1)NCC(=O)N2 (centres undefined) | 5 | -2 | 3 | 3 | 4 | -2 | 11 | -2 | -4 | 3
Cc1ccc(C2N(c3cc(C)on3)C(=O)C3CCCN32)cc1 (centres undefined) | 3 | -1 | -1 | 5 | 2 | -25 | -1 | -1 | -19 | 1
CC(C)COP(=O)(OCC(C)C)C(O)c1cccnc1 (centres undefined) | 0 | -2 | 4 | -15 | -2 | 5 | -3 | -8 | -2 | 1
O=C1Nc2ccc(Br)cc2C(c2ccccc2)=NC1O (centres undefined) | 6 | 1 | 2 | 11 | 0 | 1 | 3 | -4 | 22 | 2
Cc1cc(OCC(=O)N2CCC(C(=O)NCC(C)C)CC2)c2c3c(c(=O)oc2c1)CCCC3 | -4 | -1 | 1 | 13 | -2 | -36 | -6 | 6 | 12 | 5
CCCCCCn1c(O)c(/C=N/N2CCCCCC2)c(=O)[nH]c1=O | 5 | 1 | -4 | 31 | 0 | -25 | / | -1 | -3 | -1
COC(=O)C1(C(=O)O)Cc2cc([N+](=O)[O-])ccc2N2CCCC21 (centres undefined) | 1 | -1 | 0 | 8 | -1 | -53 | 1 | 2 | -10 | -5
CN1C(=O)N(C)C(=O)C(CCc2ccncc2)(CCc2ccncc2)C1=O | -4 | -1 | 1 | 17 | -2 | -43 | -5 | -14 | -7 | 0
Cc1cccc(N2C(=O)/C(=C/N3CCN(C(=O)c4ccco4)CC3)C(=O)NC2=S)c1 | -6 | -7 | 1 | -17 | -2 | -29 | -6 | -6 | -11 | 2
CCCCCCn1c(=O)c(C(=O)Nc2nc(CC(=O)OCC)cs2)c(O)c2ccccc21 | 9 | -4 | 1 | 16 | 0 | 15 | -3 | 1 | 5 | 1
CCOc1cccc(C2NCc3ccccc3-n3cccc32)c1O (centres undefined) | -6 | 1 | 0 | -1 | -2 | -26 | -4 | 80 | 93* | -28
O=P(Nc1cccc(F)c1)(Oc1ccccc1F)Oc1ccccc1F | -11 | -1 | 2 | 6 | -1 | -8 | 7 | 3 | -5 | -7
CC(=O)C1C2c3ccccc3O[C@@]1(C)N=c1s/c(=C/c3ccoc3)c(=O)n12 (some centres undefined) | -1 | 2 | -6 | -2 | 3 | 3 | 18 | 0 | / | 1
S=P(Nn1cnnc1)(c1ccccc1)c1ccccc1 | 0 | -2 | 1 | 2 | -1 | -10 | -21 | -2 | -3 | 9
CCOc1ccc(N2C(=O)/C(=C\c3cccs3)C(=O)NC2=S)cc1 | -8 | -1 | 2 | 14 | 1 | -18 | / | -4 | -18 | -2
CCN1CCN(Cc2cc3c(cc2[N+](=O)[O-])OCO3)CC1 | -3 | -2 | 1 | -7 | 4 | -29 | / | -2 | -1 | -5
Nc1nc(SCCC(F)=C(F)F)n[nH]1 | -4 | 1 | -3 | 14 | -1 | -11 | -3 | -16 | -31 | 1
O=C1CC(=O)N(c2cccc(F)c2)C(=O)N1 | -7 | -2 | 2 | 1 | -5 | -15 | -6 | -7 | -7 | 3
O=C(Cc1ccccc1)N1CCN(Cc2cccc(Br)c2)CC1 | 0 | -1 | 4 | -20 | 4 | -23 | 3 | -8 | 1 | 19
